KLK7 zymogen act: activates the human kallikrein-7 zymogen. P49862. hit rate 0.9% among 370,000. purified proKLK7, EDANS-DABCYL substrate fluorescence; 100% is mature enzyme control, 0% vehicle. activation, % at 7 µM;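 active = activation above the mean of all tested compounds plus 3 SD, computed per campaign excluding outliers beyond control limits, cut at about 13% in these data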
Target sequence (P49862 whole entry, looked up): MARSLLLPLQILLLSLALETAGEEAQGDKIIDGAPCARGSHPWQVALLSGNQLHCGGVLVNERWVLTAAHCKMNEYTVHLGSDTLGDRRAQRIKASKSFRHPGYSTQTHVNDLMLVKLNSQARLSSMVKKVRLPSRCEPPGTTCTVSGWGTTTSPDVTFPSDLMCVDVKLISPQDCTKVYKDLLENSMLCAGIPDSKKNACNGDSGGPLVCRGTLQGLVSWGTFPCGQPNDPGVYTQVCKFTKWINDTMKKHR
Tn7 DDE FP: disrupts Tn7 cyclic peptide binding to fibrin D-Dimer-E complex; P02675; FP displacement of FITC-Tn7 peptide from fibrin DD(E); 0% = median of compound wells per plate; inhibition, % at 8.3 µM; hit rate 0.13% among 370,000;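 active = inhibition above the mean of compounds falling within the control limits plus 3 SD of them, cut at about 14% in these data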;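 also: 0% = plate median of compound wells and 100% = 10 µM Aha-Tn7 peptide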
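Also added: labelled Tn7 tracer, 0.1 µM; Assay system: human fibrin DD(E) protein; Amount: 2 µM fibrin DD(E); Schedule: 10 min compound pre-incubation, 3 h probe incubation at room temperature; Repeats: one replicate per compound; Read-out basis: percent inhibition; Measured by: fluorescence polarization of the labelled Tn7 tracer.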
ADAM17 inh: ADAM17 inhibition, QFRET primary screen | P78536 | recombinant ADAM17, EDANS/DABCYL FRET peptide cleavage | inhibition, % at 6.95 µM | hit rate 0.83% among 370,000 | AID 720648;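 active = inhibition above the mean of compounds lying between control limits plus 3 SD, set per campaign, cut at about 8.5% in these data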;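 also: 0% = DMSO-only wells as the low control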
PLC-gamma1 inh: blocks human PLC-gamma1 enzyme activity | P19174 | purified PLC-gamma1, fluorogenic substrate, fluorescence | inhibition, % at 12.2 µM | hit rate 0.84% among 370,000; in the data active = inhibition above about 9.5%
ADAM10 inh: inhibits human ADAM10; AID 720582; O14672; recombinant ADAM10, EDANS/DABCYL FRET peptide cleavage, 3 h; hit rate 0.62% among 370,000; inhibition, % at 7 µM;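 active = inhibition above a per-campaign cutoff equal to the mean of compounds falling between control-based bounds plus 3 SD, cut at about 20% in these data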;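 also: 0% = DMSO wells while the 100% control is not disclosed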
TDP2 inh: blocks human TDP2 phosphodiesterase activity; O95551; recombinant TDP2, T5PNP hydrolysis, p-nitrophenol absorbance 415 nm; inhibition, % at 12.8 µM; hit rate 0.34% among 370,000; AID 720702;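 active = inhibition above the mean of all tested compounds plus 3 SD, set per campaign, cut at about 25% in these data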;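 also: 0% = DMSO with enzyme and 100% = buffer with substrate but no TDP2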
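System – recombinant human TDP2 · Amount – 120 nM TDP2 per well · Buffer or medium – Mg2+-containing Tris-HCl buffer, pH 7.5 · Reagent – T5PNP substrate, 5 mM · Dosing – 12.8 µM single point, 1% DMSO · Incubation – 2 h at 37 °C · Measured by – epi absorbance · Read-out basis – percent inhibition · Benchmarks – high control without enzyme, low control DMSO plus TDP2 · Repeats – singlicate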
DDE Tn6 FP inh: disrupts Tn6 cyclic peptide binding to fibrin D-Dimer-E complex. P02675. inhibition, % at 8.3 µM. AID 720509. Fibrin DD(E) TRITC-Tn6 fluorescence polarization displacement. hit rate 0.21% among 370,000;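 active = inhibition above a per-campaign cutoff: mean of compounds within control limits plus 3 SD, cut at about 15% in these data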;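 also: 0% = median of all compound wells on the plate and 100% = blocking peptide control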
ASAP1 GAP inh: inhibitors of human ASAP1 ArfGAP activity; Q9ULH1; ASAP1-stimulated ARF1 GTP hydrolysis, GDP FP detection; inhibition, % at 16.5 µM; hit rate 0.19% among 360,000; AID 624377; in the data active = inhibition above about 25%;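 also: 0% = vehicle with enzyme and substrate and 100% = no enzyme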
Target sequence (Q9ULH1 325-724 limits assumed): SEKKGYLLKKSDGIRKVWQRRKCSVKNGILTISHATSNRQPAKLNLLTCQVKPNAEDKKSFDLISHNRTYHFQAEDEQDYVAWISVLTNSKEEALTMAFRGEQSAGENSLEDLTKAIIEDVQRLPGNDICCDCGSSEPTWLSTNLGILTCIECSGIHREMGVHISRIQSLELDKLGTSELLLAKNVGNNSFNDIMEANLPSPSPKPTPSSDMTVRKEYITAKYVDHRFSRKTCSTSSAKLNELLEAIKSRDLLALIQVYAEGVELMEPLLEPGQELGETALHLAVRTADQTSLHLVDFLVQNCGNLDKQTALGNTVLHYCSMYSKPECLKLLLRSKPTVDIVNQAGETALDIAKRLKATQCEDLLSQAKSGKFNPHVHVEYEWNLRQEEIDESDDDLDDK
ARFGAP1 inhibitor: inhibitors of rat ARFGAP1. Q62848. Arfgap1-stimulated ARF1 GTP hydrolysis, GDP FP detection. inhibition, % at 16.5 µM. hit rate 0.26% among 360,000. AID 651572;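 active = inhibition above a per-plate limit, mean inhibition of low control wells plus 3 SD, cut at about 25% in these data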;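 also: 0% = DMSO wells with enzyme and 100% = wells lacking Arfgap1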
Target sequence (Q62848 1-136 limits assumed): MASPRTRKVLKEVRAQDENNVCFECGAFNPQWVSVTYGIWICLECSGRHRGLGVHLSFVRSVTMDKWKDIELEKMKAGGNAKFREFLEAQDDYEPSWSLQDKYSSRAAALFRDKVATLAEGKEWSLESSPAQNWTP
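Assay system: Rat Arfgap1 GAP domain (His6, aa 1-136), purified enzyme | Buffer or medium: HEPES 25 mM pH 7.5, NaCl 150 mM, MgCl2, DTT | Schedule: GTP hydrolysis reaction 2 h at 25 °C | Signal: FP of antibody-bound GDP Alexa 633 tracer, ex 620/em 688 nm | Measure: Percent inhibition of Arfgap1-stimulated GTP hydrolysis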
LEDGF integ inh: blocks HIV-1 LEDGF/p75-dependent DNA integration; TR-FRET IN-LEDGF/p75 DNA integration, Eu/Cy5; inhibition, % at 3.7 µM; hit rate 0.64% among 370,000;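 active = inhibition above the screen-wide mean plus 3 SD, cut at about 13% in these data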;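 also: signal is the Cy5 over europium emission ratio at 671 and 618 nm; 0% = plate median of compound wells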
Starred values were filed as active, the others as inactive; i = inactive.

SMILES | KLK7 zymogen act | Tn7 DDE FP | ADAM17 inh | PLC-gamma1 inh | ADAM10 inh | TDP2 inh | DDE Tn6 FP inh | ASAP1 GAP inh | ARFGAP1 inhibitor | LEDGF integ inh
N#CCCN1CCN(S(=O)(=O)c2ccc3c(c2)OCCCO3)CC1 | -0.1 | -11 | 2 | 0 | 1 | -1 | 1 | 8 | -4 | 0
Cc1cc(C)c(S(=O)(=O)N2CCCC(C(=O)NCc3ccncc3)C2)c(C)c1 (stereo not drawn) | 0.1 | 5 | 4 | 1 | -6 | 5 | 4 | 12 | 5 | -2
CCc1noc(C)c1C(=O)Oc1ccc(N(C)S(=O)(=O)c2ccccc2)cc1 | -0.6 | 0 | 5 | -35 | 7 | -14 | 5 | -7 | -6 | -8
Cc1oc(C(=O)O)cc1CSCc1cc(C(=O)O)c(C)o1 | 0.0 | -6 | 0 | -4 | 4 | 1 | 2 | 10 | 1 | 0
CCCCNS(=O)(=O)c1ccc(NC(=O)c2cccs2)cc1 | 0.0 | 2 | -3 | -3 | 3 | 2 | 1 | 17 | 13 | -3
Cn1c(C(=O)N2CCOCC2)cnc1Sc1ncc(C(F)(F)F)cc1Cl | 0.0 | 3 | -5 | 0 | -1 | 0 | -1 | -14 | -10 | 1
Cc1ccc(C)c(N2CCN(C(=S)Nc3ccc4nc(N5CCOCC5)cc(C)c4c3)CC2)c1 | 4.3 | -4 | -154 | -288 | i | -10 | -1 | -16 | -8 | 1
CC(C)NC(=O)COC(=O)c1cc(=O)[nH]c2ccccc12 | -69 | 0 | -38 | -150 | -125 | -9 | 4 | 6 | -3 | 3
C[C@H](c1ccccc1)N1C[C@H](COCc2ccccc2)Oc2cc(N3CC[C@@H](N(C)C)C3)ccc2S1(=O)=O | -0.2 | -16 | 2 | 2 | -5 | -7 | -2 | 7 | 9 | 6
CS(=O)(=O)N(CC(=O)NCc1ccc2c(c1)OCO2)c1cccc(Cl)c1 | 0.3 | -3 | -4 | -2 | -13 | 0 | 1 | -16 | 3 | -5
CN(CCO)C(=O)c1c(NC(=O)c2ccccc2)sc2c1CCCC2 | 0.5 | 2 | -1 | -5 | -2 | 5 | -3 | -9 | 0 | 1
CC(C)Cc1nnc(NC(=O)CCC(=O)N2CCN(Cc3ccc(Cl)cc3)CC2)s1 | 0.2 | -4 | -10 | 7 | 2 | -14 | -2 | 7 | 15 | 2
O=C(Nc1cc2ccccc2oc1=O)c1ccccc1 | -0.2 | 3 | 0 | -5 | 1 | 10 | -5 | -6 | -11 | -2
O=c1c(N2CCOCC2)c(N2CCOCC2)c1=O | -0.2 | -3 | -2 | 1 | 4 | -12 | 1 | -5 | 5 | -2
Cc1cccc(/C=C(\C(=O)C(=O)O)c2ccc3ccccc3n2)c1 | -7.0 | -8 | -4 | -12 | -9 | -9 | 4 | 5 | 2 | 3
COc1ccc(NC(=O)COc2cc(O)c3c(c2)OC(C)(C)CC3=O)cc1 | 0.1 | 6 | 1 | 0 | -7 | 9 | 5 | 11 | -6 | 0
CC(C)C(=O)N1CCN(c2nc3ccc(Cl)cc3s2)CC1 | 0.7 | -3 | -2 | 5 | 13 | 3 | -2 | 4 | -1 | 1
COc1ccc(C(=O)Nc2cccc(C)c2)cc1 | 0.3 | -6 | 0 | 2 | 0 | -1 | 0 | 2 | -5 | 1
CCOc1ccc(CCNC(=O)C2CC(=O)N(c3ccccc3OCC)C2)cc1OCC (stereo not drawn) | 0.8 | -5 | 1 | -2 | 1 | 5 | 2 | 14 | 1 | 2
CC1CN(S(=O)(=O)c2cccc(C(=O)OC(C)C(=O)NC3CCCCC3C)c2)CC(C)O1 (stereo not drawn) | 0.0 | 8 | -13 | 5 | -17 | -2 | -1 | 8 | -2 | 1
CCOc1cc(C(=O)NC)cc(OCC)c1OCC | -0.7 | 0 | -5 | 6 | -5 | -8 | -11 | 2 | 0 | 0
COc1ccc(-c2ccccc2)cc1NC(=O)[C@@H]1O[C@H](CO)[C@H](O)[C@H](O)[C@H]1O | 0.8 | -1 | -1 | 5 | -9 | -1 | 7 | 6 | 1 | -2
Cc1cc(OCC(=O)NCCc2ccc(S(N)(=O)=O)cc2)c2c(C)c(C)c(=O)oc2c1 | -12 | -8 | -10 | -19 | -63 | 4 | -5 | -12 | 9 | -1
COc1ccccc1OS(=O)(=O)c1ccc(NC(C)=O)cc1 | 0.1 | 1 | -4 | 0 | -1 | -3 | 1 | 0 | 10 | -1
O=C(O)c1c[nH]c(=O)c2ccccc12 | 0.5 | -2 | -7 | -3 | -20 | 9 | 3 | -5 | -4 | 0
CSCc1cc(N2CCOCC2)nc(SCc2ccc(Cl)cc2Cl)n1 | 0.5 | -4 | 4 | -2 | 5 | -1 | 0 | 6 | 7 | -1
COc1cc(C(=O)N(C)C2CCCCC2)cc(OC)c1OC | -0.1 | -4 | -2 | 2 | -1 | -4 | -2 | 0 | -9 | 1
O=C(Cc1c(F)cccc1Cl)NC1CCN(Cc2ccccc2)CC1 | 0.1 | 3 | -5 | -1 | -8 | -2 | 1 | 5 | -3 | -4
O=S(=O)(Nc1ccc2c(c1)OCCO2)c1c(F)cccc1F | -1.0 | 0 | 1 | -2 | -9 | -9 | 7 | 10 | 4 | 5
CCc1nc(NCCO)c(C#N)c2c1CCCC2 | 0.1 | 6 | -38 | -8 | -95 | 8 | 1 | -4 | 7 | -3
CN(C)CCCN1CC(=O)N2[C@@H](Cc3c([nH]c4ccccc34)C2(C)C)C1=O | 0.3 | 5 | 2 | -2 | 0 | 6 | -5 | 7 | -15 | 2
CCOC(=O)c1nn(-c2ccc(Cl)cc2C)ccc1=O | 0.2 | 4 | 0 | 0 | 1 | -1 | -10 | -17 | -2 | 2
Cc1ccccc1-n1ncc2c1CC(C)(C)CC2NC(=O)CCC(F)(F)F (stereo not drawn) | -0.1 | 5 | 1 | 1 | 10 | -7 | 8 | -4 | -18 | 7
O=C(Nc1cc(-c2ccccc2)[nH]n1)c1ccc(Cl)cc1 | -0.1 | 6 | -2 | 0 | 12 | -4 | -1 | 10 | -8 | -3
COc1cc(SC)ccc1C(=O)NCCNC(=O)c1nonc1N | -0.4 | -6 | 1 | 1 | -6 | 3 | 0 | 7 | 13 | -1
S=C(Nc1ccccc1)N1CCc2ccccc21 | -0.1 | 4 | -4 | 0 | -2 | -1 | -3 | 1 | 1 | -1
O=C(CN(Cc1ccco1)Cc1ccco1)Nc1cc(S(=O)(=O)N2CCCCC2)ccc1Cl | 0.3 | -4 | 6 | 6 | 10 | 4 | -6 | -2 | -5 | 5
CCOC(=O)CC1COc2ccccc2N1C(=O)c1cccc([N+](=O)[O-])c1 (stereo not drawn) | 0.0 | 1 | -7 | -8 | -1 | 2 | 2 | -13 | 8 | -3
O=C(Nc1ccc2c(c1)OCO2)[C@@H]1CCCN1S(=O)(=O)c1cccc2cccnc12 | -0.1 | -4 | -2 | -1 | 5 | 4 | 2 | -12 | -8 | 2
C/C(=N\NC(=O)CSc1nc(C)cc(C)n1)c1cccs1 | -0.4 | 10 | -1 | -1 | 6 | -5 | 4 | 4 | 13 | -8
CC(=O)Nc1ccc2c(c1)ncn2C | 0.4 | 3 | -2 | 4 | 7 | -4 | 6 | 13 | 2 | -2
CCOC(=O)N1CCN(C(=O)CSc2nc3c(cnn3-c3ccccc3)c(=O)[nH]2)CC1 | 0.1 | -1 | 1 | 0 | 3 | 1 | 6 | -2 | 2 | 3
O=C(CN1CCOCC1)Nc1nc2ccc(Br)cc2s1 | -0.5 | 0 | -2 | 2 | 6 | -4 | 1 | -16 | 15 | -1
O=C(CCC1CCN(Cc2ccc(C#CCCO)cc2)CC1)NC1CC1 | -0.8 | 6 | -5 | 0 | -6 | 23 | 4 | -8 | -2 | -5
Cn1cnnc1SCC(=O)Nc1ccc2nc(SCc3ccccc3F)sc2c1 | -0.1 | -10 | 0 | -2 | -2 | -6 | -11 | -4 | 8 | -1

2 entries picked at random from the list so far:
SMILES | KLK7 zymogen act | Tn7 DDE FP | ADAM17 inh | PLC-gamma1 inh | ADAM10 inh | TDP2 inh | DDE Tn6 FP inh | ASAP1 GAP inh | ARFGAP1 inhibitor | LEDGF integ inh
CC(=O)Nc1ccc2c(c1)ncn2C | 0.4 | 3 | -2 | 4 | 7 | -4 | 6 | 13 | 2 | -2
CCOC(=O)c1nn(-c2ccc(Cl)cc2C)ccc1=O | 0.2 | 4 | 0 | 0 | 1 | -1 | -10 | -17 | -2 | 2

(continued)
SMILES | KLK7 zymogen act | Tn7 DDE FP | ADAM17 inh | PLC-gamma1 inh | ADAM10 inh | TDP2 inh | DDE Tn6 FP inh | ASAP1 GAP inh | ARFGAP1 inhibitor | LEDGF integ inh
Cc1ccc(NC(=S)NCc2ccccn2)cc1 | -0.7 | -3 | -1 | -4 | -7 | -5 | -5 | -6 | 7 | -2
COc1ccccc1NC(=O)CNC(=O)c1ccc(F)cc1 | -0.5 | 6 | -5 | -1 | 4 | -9 | -6 | 4 | -2 | 0
O=C(O)CSc1ccc(NC(=O)Nc2ccccc2F)cc1 | -0.5 | 0 | 0 | 1 | 4 | 7 | -1 | -2 | 0 | -2
COc1ccc(-n2cc(-c3ccccc3)[n+]3c2CCCCC3)cc1 | 0.2 | 1 | -3 | -4 | -3 | 9 | 0 | 12 | -9 | 1
COc1ccc(C(=O)NC(=S)Nc2cccc3ncccc23)cc1[N+](=O)[O-] | -0.5 | -1 | -3 | 0 | 0 | 7 | -3 | 6 | 12 | 1
Cc1nc(SCC(=O)NCC2CCCO2)c2oc3ccccc3c2n1 (stereo not drawn) | -0.9 | 3 | -4 | 3 | -4 | 3 | -2 | 5 | 13 | -1
O=C(COc1ccccc1Cl)Nc1ccc(NC(=O)c2ccco2)cc1 | -0.6 | 4 | -4 | 1 | 2 | 4 | -1 | 14 | -4 | 0
O=C(COc1ccc2ccccc2c1)NNC(=O)c1cnccn1 | 0.0 | -1 | -3 | -3 | -1 | -13 | -4 | 11 | 2 | -5
COc1cccc(C(=O)Nc2ccc3c(c2)OCO3)c1OC | -0.1 | 0 | 2 | 1 | -4 | -3 | 1 | 7 | 2 | -2
Cc1cccc(N(CC(=O)NCc2ccc(F)cc2)C(=O)c2ccco2)c1 | 0.1 | 9 | 2 | -1 | 6 | 4 | -1 | -2 | -3 | -2
CN(Cc1ccccc1)C(=O)C1CCN(Cc2ccc(F)cc2)CC1 | -0.4 | -10 | -1 | 7 | -1 | -4 | -11 | -5 | -15 | -1

High-throughput results as filed in PubChem.
